Assay outcomes (PubChem BioAssay)
CXCR6 inh: blocks human CXCR6 beta-arrestin recruitment | CHO-K1 PathHunter CXCR6 beta-arrestin, luminescence | AID 602244 | O00574 | 360,000 tested, 0.36% active | inhibition, % at 20 µM; in the data active means inhibition above about 34%, passing the limit was not always enough;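 further: antagonist mode with CXCL16 agonist at 10 nM final; 0% = 10 nM CXCL16 with DMSO and 100% = unstimulated wells without agonist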
Target sequence (O00574 whole entry, looked up): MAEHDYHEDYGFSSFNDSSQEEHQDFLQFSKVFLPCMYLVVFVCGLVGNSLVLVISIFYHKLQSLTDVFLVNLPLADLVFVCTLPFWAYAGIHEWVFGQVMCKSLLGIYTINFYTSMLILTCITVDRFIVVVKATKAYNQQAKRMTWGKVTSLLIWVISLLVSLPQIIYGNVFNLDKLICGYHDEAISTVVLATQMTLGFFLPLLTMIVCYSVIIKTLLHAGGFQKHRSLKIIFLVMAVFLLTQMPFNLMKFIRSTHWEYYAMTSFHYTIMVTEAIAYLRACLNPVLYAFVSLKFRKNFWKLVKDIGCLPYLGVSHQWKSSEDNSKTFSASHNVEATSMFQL
EBI2 antag: antagonists of human EBI2 receptor; EBI2 beta-arrestin recruitment, luminescence, 7a,25-OHC stimulated; inhibition, % at 5 µM; 360,000 tested, 0.81% active; in the data active means inhibition above about 38%;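 further: enzyme fragment complementation signal reports receptor beta-arrestin coupling in cells; 0% = agonist plus DMSO wells and 100% = wells without agonist; some results beyond the cut were filed as inactive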
Target sequence (P32249 whole entry, looked up, the tested form may be a part): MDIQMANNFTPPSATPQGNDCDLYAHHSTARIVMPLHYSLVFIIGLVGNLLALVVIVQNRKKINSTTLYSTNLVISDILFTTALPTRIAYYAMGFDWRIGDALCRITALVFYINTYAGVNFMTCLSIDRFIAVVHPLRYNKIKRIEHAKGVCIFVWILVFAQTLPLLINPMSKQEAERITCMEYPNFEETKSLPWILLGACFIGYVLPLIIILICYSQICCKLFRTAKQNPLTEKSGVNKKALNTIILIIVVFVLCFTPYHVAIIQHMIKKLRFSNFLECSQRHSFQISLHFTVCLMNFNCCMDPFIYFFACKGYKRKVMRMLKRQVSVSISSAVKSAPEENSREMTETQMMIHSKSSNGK
* marks the source's active call; other numbers are inactive results.

SMILES	CXCR6 inh	EBI2 antag
CC1=C(C(=O)N(C)C)CC(CC(=O)NCCCN(C)C)C(=O)N1CCCN1CCCC1=O (stereo not given)	-2	-9
C=CCNc1nc(NCc2ccc(NC(C)=O)cc2)c2sc(-c3ccccc3)cc2n1	18	24
CCCCN1C(=O)C(CC(=O)NCc2cccs2)CC(C(=O)N(C)C)=C1C (stereo not given)	-2	-4
CCOC(=O)[C@]12CCC=C1N(Cc1ccccc1)C(=O)[C@H](CC(=O)NCc1cccc3ccccc13)C2	10	18
CNC(=O)C[C@@H]1C(=O)N(c2ccc(OC)cc2)CC1(C)C	0	-9
Cc1oc(-c2ccc(F)cc2F)nc1CN1CCN(C(=O)c2ccco2)CC1	1	-29
FC(F)(F)c1cccc(-c2cc3nc(NC4CCCCC4)ccn3n2)c1	-10	28
Cc1ccc(S(=O)(=O)N(C)C[C@H]2OCCCC[C@@H](C)Oc3ccc(NC(=O)Cc4ccccc4)cc3C(=O)N([C@H](C)CO)C[C@@H]2C)cc1	2	9
COc1cc(OC)cc(C2=Cc3ccc(OC)cc3C(CC(C)=O)N2c2ccc(C#CCCO)cc2)c1 (stereo not given)	-9	-6
O=C(Cc1ccc(Cl)cc1)N/N=C/c1ccc(O)c(O)c1	-6	-6
COc1cccc(N2CCN(C(=O)c3cccc(S(=O)(=O)N4CCCC4)c3)CC2)c1	1	1
CN(C)CCCNc1nc2cc(-c3cccc(Cl)c3)sc2c(=O)n1C	0	0
OC(c1ccccc1)c1nc(-c2cccc(F)c2)cs1 (stereo not given)	-5	7
Cc1cc2nc(-c3nnnn3C3CCCCC3)c(=O)[nH]c2cc1C	0	-1
CCCCOCCCNC(=O)C[C@@H]1C[C@@]2(C(=O)OCC)CCC=C2N(Cc2ccccc2)C1=O	6	-8
O=C(Nc1nnc([C@H]2C[C@H](O)[C@@H](CO)O2)s1)C(c1ccccc1)c1ccccc1	-2	-4
OC(c1ccc(F)c(F)c1)c1ncc(-c2cccc(F)c2)[nH]1 (stereo not given)	-3	4
CCCS(=O)(=O)NC(=O)C1(C)CCN(C(=O)c2ccc(SC(F)(F)F)cc2)C1 (stereo not given)	3	-9
CC1(C(=O)NS(=O)(=O)c2ccc(F)cc2F)CCN1C(=O)c1ccccc1 (stereo not given)	-7	1
O=C(Nc1ccc(NC(=S)NC(=O)c2ccco2)cc1)c1ccc(Br)cc1	5	7
COc1ccc(C(C)(O)c2nc(-c3ccc(F)c(Cl)c3)cs2)cc1 (stereo not given)	-7	11
COc1cccc(-c2cc3nc(C)c(C)c(N4CCN(C(=O)c5ccoc5)CC4)n3n2)c1	5	25
O=C(NCc1ccccc1)c1cc(C2CCCCN2S(=O)(=O)Cc2ccccc2)on1 (stereo not given)	-1	0
Cc1ccc2nc(C(C)(C)C)c(Cc3cccc(Cl)c3)n2c1	3	10
CCOc1ccccc1OCC(=O)NC1CCSc2ccccc21 (stereo not given)	-3	9

More entries follow:
SMILES	CXCR6 inh	EBI2 antag
COc1ccc(NC(=O)N(C)C[C@@H]2OCc3cnnn3CCCC(=O)N([C@@H](C)CO)C[C@H]2C)c(OC)c1	4	4
C(=C\c1ccccc1)/CN1CCN(C(c2nnnn2C2CCCCC2)C2CC2)CC1 (stereo not given)	4	20
CC(=O)Oc1[nH]c(=O)c2cccc3c2c1CCC3	-2	-8
CCCc1nc2ccc(Br)cn2c1Cc1ccccc1OC	2	-6
CC1(C(=O)NS(=O)(=O)c2cccc(C#N)c2)CCN1C(=O)c1ccc(C2CCCCC2)cc1 (stereo not given)	2	-3
O=C(COC(=O)c1cccc(S(=O)(=O)N2CCOCC2)c1)NC1CCCCC1	2	-1
CCCC(=O)N1CCC1(C)C(=O)Nc1ccc(OC)c(OC)c1 (stereo not given)	3	-6
Cc1ccc(S(=O)(=O)NN=C2CCc3ccccc32)cc1	-6	-8
O=C(CN1C(=O)C2CC=CCC2C1=O)Nc1ccc(F)c(Cl)c1 (stereo not given)	-7	6
CC1(C(=O)NS(=O)(=O)c2ccc(Cl)cc2)CCN1C(=O)c1ccccc1 (stereo not given)	-7	3
CSc1ccc(CN2CCC(C)(Oc3ccccc3)C2)cc1 (stereo not given)	-4	-7
Cc1cccc(C)c1-n1nnnc1C1(C)CCC(=O)N1CC(F)(F)F (stereo not given)	3	-3
C=CCNc1nc2cc(-c3cccc(Cl)c3)sc2c(=O)n1C	4	2
CCCNC(=O)C1(C)CCCN(CC(=O)c2ccccc2OC)C1 (stereo not given)	-4	-4
Fc1ccc(CNc2ccn3nc(-c4ccccc4)cc3n2)cc1	4	12
COC(=O)c1ccc(CNC(=O)c2ccc(OC)c(S(=O)(=O)NC3CC3)c2)cc1	7	5
O=C(NCc1ccccc1)[C@@H]1CCCN1C(=O)[C@@H]1CCCN1C(=O)c1cccs1	-4	-4
C=Cn1cc(CNC[C@H]2O[C@@H](n3cnc4c(=O)[nH]c(N)nc43)[C@H](O)[C@@H]2O)c(C)n1	-1	-6
CC1(C(=O)NCc2ccccc2)CCC(=O)N1CCc1c[nH]c2ccccc12 (stereo not given)	0	1
COc1ccc(NC(=O)O[C@@H](C)[C@@H]2CN3CCc4c([nH]c5ccc(-c6ccc(OC)cc6)cc45)[C@@H]3C[C@@H]2N(C)C(=O)Nc2ccc(OC)cc2)cc1	0	14
COc1ccccc1OCCCN1CCC(C(O)(c2ccccc2)c2ccccc2)CC1	1	-7
Cc1cc(C)c(C(O)c2ncc(-c3ccccc3Cl)[nH]2)c(C)c1 (stereo not given)	4	7
C[C@H]1CN([C@@H](C)CO)C(=O)c2cc(-c3ccccc3F)cnc2O[C@@H]1CN(C)C(=O)NC1CCCCC1	-3	3
CCCC1NC(=O)c2cc3ccccc3cc2-n2c1nc1ccc(C)cc1c2=O (stereo not given)	-8	57*
C[C@H](NC(=O)[C@@H]1CCCN1C(=O)[C@@H]1CCCN1C(=O)c1cccc2ccccc12)c1ccccc1	3	-3

Reformatted bar-delimited: part of the list above
Structure | CXCR6 inh | EBI2 antag
Cc1cccc(C)c1-n1nnnc1C1(C)CCC(=O)N1CC(F)(F)F (stereo not given) | 3 | -3
C=CCNc1nc2cc(-c3cccc(Cl)c3)sc2c(=O)n1C | 4 | 2
CCCNC(=O)C1(C)CCCN(CC(=O)c2ccccc2OC)C1 (stereo not given) | -4 | -4
Fc1ccc(CNc2ccn3nc(-c4ccccc4)cc3n2)cc1 | 4 | 12

Sorted by value in EBI2 antag (lowest first): some entries from above.
SMILES	CXCR6 inh	EBI2 antag
COc1ccccc1OCCCN1CCC(C(O)(c2ccccc2)c2ccccc2)CC1	1	-7
CCCc1nc2ccc(Br)cn2c1Cc1ccccc1OC	2	-6
CC1(C(=O)NS(=O)(=O)c2cccc(C#N)c2)CCN1C(=O)c1ccc(C2CCCCC2)cc1 (stereo not given)	2	-3
Fc1ccc(CNc2ccn3nc(-c4ccccc4)cc3n2)cc1	4	12

Back to the main list with the 6 entries that preceded the break.
SMILES	CXCR6 inh	EBI2 antag
COc1ccc(NC(=O)O[C@@H](C)[C@@H]2CN3CCc4c([nH]c5ccc(-c6ccc(OC)cc6)cc45)[C@@H]3C[C@@H]2N(C)C(=O)Nc2ccc(OC)cc2)cc1	0	14
COc1ccccc1OCCCN1CCC(C(O)(c2ccccc2)c2ccccc2)CC1	1	-7
Cc1cc(C)c(C(O)c2ncc(-c3ccccc3Cl)[nH]2)c(C)c1 (stereo not given)	4	7
C[C@H]1CN([C@@H](C)CO)C(=O)c2cc(-c3ccccc3F)cnc2O[C@@H]1CN(C)C(=O)NC1CCCCC1	-3	3
CCCC1NC(=O)c2cc3ccccc3cc2-n2c1nc1ccc(C)cc1c2=O (stereo not given)	-8	57*
C[C@H](NC(=O)[C@@H]1CCCN1C(=O)[C@@H]1CCCN1C(=O)c1cccc2ccccc12)c1ccccc1	3	-3
COc1cc2oc(=O)cc(CN3CCN(c4ccccc4F)CC3)c2cc1Cl	5	6
CC1(C(=O)NS(=O)(=O)c2ccccc2Cl)CCN1C(=O)Cc1ccccc1Cl (stereo not given)	1	-3
Cc1ccc(Cc2c(-c3ccc(F)cc3)nc3c(Cl)cc(C(F)(F)F)cn23)cc1	3	-20
Cc1ccc(S(=O)(=O)NN=CC2(c3ccccc3)CC2)cc1	-2	5
COc1ccccc1OCCSc1nc2ccccc2n1CC(=O)O	-4	-2
O=C(NCc1ccncc1)[C@@H]1CCCN1C(=O)[C@H]1CCCN1	3	-15
C[C@H](CO)N1C[C@H](C)[C@H](CN(C)S(=O)(=O)c2ccc(Cl)cc2)OCc2ccccc2-c2c(n(C)c3ccccc23)C1=O	0	16
Cc1ccc(C(C#N)=Cc2ccc3c(c2)OCO3)cc1	-4	5
CC1(C(=O)NS(=O)(=O)c2ccc3c(c2)CCO3)CCN1C(=O)COc1ccc(Cl)cc1 (stereo not given)	-3	1
CC(C)(CNC(=O)c1cccc(S(=O)(=O)N2CCCCC2)c1)N1CCOCC1	16	1
COCCCNC1=C(C#N)C(=O)NC(c2cccc([N+](=O)[O-])c2)S1 (stereo not given)	-3	-8
O=C(Nc1ncccc1O)c1ccc(Cl)c(S(=O)(=O)N2CCCC2)c1	-8	4
COc1ccc(NC(=O)C2(C)Cc3c(-c4ccc(N(C)C)cc4)ccnc3O2)cc1 (stereo not given)	8	4
C=CCn1nc(C(=O)N2CCOCC2)cc1-c1sc(NC(=O)c2ccccc2)nc1C	-7	-2
CCC(C)(C)C1CCC2(CC1)NC(=O)N(CC(=O)N1CCN(c3ccccc3OC)CC1)C2=O (stereo not given)	2	-18
O=C(Nc1ccc(Oc2ccccc2)cc1)c1csc([C@H]2C[C@H](O)[C@@H](CO)O2)n1	-11	10
CC(C)C[C@H]1CN([C@@H](CC(C)C)CN2CCC[C@@H]2CN2C(=S)NC[C@@H]2Cc2ccc(O)cc2)C(=S)N1CCc1ccccc1	13	31
C(=C\c1ccccc1)/CN1CCN(C(c2ccccc2)c2nnnn2Cc2ccccc2)CC1 (stereo not given)	5	47*
CC(C)c1cccc(-c2csc(C(C)(O)c3ccc(F)c(F)c3)n2)c1 (stereo not given)	-11	14
COCCNC(=O)c1cc(S(=O)(=O)N2CCC3(CC2)OCCO3)ccc1F	-11	-10
Cc1ccc(S(=O)(=O)N2CCCCC2)cc1NC(=O)C1CCN(C(=O)OC(C)(C)C)CC1	-7	4
COc1cccc(CCNC(=O)c2cc(COc3ccc(C)c(C)c3)on2)c1OC	0	15
C[C@H](CO)N1C[C@H](C)[C@@H](CN(C)S(=O)(=O)c2cccc(F)c2)OCc2cn(nn2)CCCC1=O	-4	-3
COc1c(C)cc(C(O)c2ncc(-c3ccccc3C)[nH]2)cc1C (stereo not given)	-4	-1
COc1ccc(CNC(=O)C2Cc3c(-c4ccccc4Oc4ccccc4)ccnc3O2)cc1OC (stereo not given)	-7	8

Later entries:
SMILES	CXCR6 inh	EBI2 antag
COc1ccc(C(c2nnnn2C2CCCC2)N2CCN(C/C=C/c3ccccc3)CC2)cc1 (stereo not given)	11	54*
CC(C)n1c(=O)c2ccccc2n1Cc1cn(-c2ccccc2)nn1	-12	0
CC(=O)Nc1cc(-c2cccc(F)c2)cn2c(-c3ccc(S(C)(=O)=O)cc3)cnc12	2	29
CN1CCN(c2ncnc3c2ncn3[C@H]2CN(Cc3ccc(F)cc3)C[C@@H](CO)O2)CC1	0	-1
OCC[C@@H]1C[C@H](O)[C@@H](O)[C@]2(OCc3ccc4ccccc4c32)O1	3	1
O=C([C@@H]1CCCN1C1=NS(=O)(=O)c2ccccc21)N1CCN(c2ccccc2)CC1	2	-10
CCOc1ccc(/C=C/C(=O)N(CC)CC(=O)Nc2c(F)cccc2F)cc1OC	0	-3
O=C(OC1CC2CC1[C@H]1CCCCN1C2=O)N1CCC(c2ccccc2)CC1 (stereo not given in full)	3	-13
COc1ccc(C2CCc3cc(OC)c(OC)cc3C2NC=O)cc1OC (stereo not given)	-6	-1
CNC(=O)C1(c2ccccc2)CCCCC1	7	-3
O=S1(=O)N[C@@H](Cc2ccccc2)COc2cc(N3CC[C@H](O)C3)ccc21	2	-8
Clc1cccc(-c2nc3c4ccccc4ccn3c2Cc2ccsc2)c1	8	14
COc1ccc(Cl)c(-c2cc(C(=O)NC(C)C)[nH]n2)c1	-4	-5
CCCNC(=O)c1cc(C2CCCN(C(=O)c3ccc(OC)cc3)C2)on1 (stereo not given)	0	-7
C[C@@H]1CN([C@H](C)CO)C(=O)CCCn2nncc2CO[C@H]1CN(C)S(=O)(=O)c1cccs1	1	-6
CC1(C(=O)NS(=O)(=O)c2ccccc2)CCN1C(=O)c1ccccc1 (stereo not given)	-2	0
CC1=C(C(=O)N2CCOCC2)CC(CC(=O)NC2CC2)C(=O)N1Cc1ccc(C(C)(C)C)cc1 (stereo not given)	-2	-8
O=C(NCc1ccccc1)c1cc(C2COCCN2C(=O)c2cccs2)on1 (stereo not given)	-2	-4
COc1ccc(OC)c(NC(=O)C2(C)CCN2Cc2ccsc2)c1 (stereo not given)	-9	10
CNc1cccc(-c2ccc(N3CCN(C)CC3)nc2)n1	-10	4
CC(C)CNC(=O)C1(C)CCN1C(=O)c1ccc(C(C)(C)C)cc1 (stereo not given)	-5	-6
CCCCNC(=O)C1(C)CCCCN1C(=O)c1ccc(F)cc1Cl (stereo not given)	-1	-2
COc1ccc(Cl)cc1-c1noc([C@@H]2O[C@H](CO)[C@@H](O)[C@H]2O)n1	4	-4

Not all compounds are listed. The share of hits here may be higher or lower than overall.
